# RORg inh = qHTS for inhibitors of ROR gamma transcriptional activity | Drosophila S2 Gal4-RORgamma UAS-luciferase reporter, 20 h | 5.4% of 310,000 active | Nuclear receptor ROR-gamma (Mus musculus), P51450 | Potency, µM (highest dose often 53.6 µM), for inactives: at the top dose activity change, negative = inhibition, actives largely listed as inhibitors; note: potency is the fitted concentration of half-maximal effect; % is set by controls: 0 for no effect and ±100 for the full control effect; nearly all actives have a fitted effect of over 60% in size
#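 Using a luciferase readout, inhibitors were identified by reduced reporter activity in Drosophila cells coexpressing a copper-inducible Gal4–ROR gamma fusion and UAS-driven Photinus luciferase, incubated 20 hr after 700 uM copper sulfate.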
# Rab9 prom act = qHTS Assay for Rab9 Promoter Activators. Huh7 Rab9 promoter-luciferase reporter, luminescence, 24 h. Potency, µM (doses to about 9.22 µM), for the others: at the top dose activation, negative = inhibition, most hits filed as activators. 2.8% of 320,000 active. AID 485297, 2010; note: potency is the fitted concentration of half-maximal effect; % of control where 0% means no effect; nearly all actives have a fitted effect of over 60% in size
#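 Promoter activation is measured as luciferase luminescence in Huh7 cells stably transfected with a Rab9 promoter–luciferase construct, following 24 h compound exposure at 37 °C and 10 min reagent incubation at ambient temperature.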
# ELG1 repair inh = qHTS screen for small molecules that inhibit ELG1-dependent DNA repair in human embryonic kidney (HEK293T) cells expressing luciferase-tagged ELG1 | HEK293T ELG1-luciferase reporter, luminescence, 16 h; DNA damage induced by 5-fluorouridine | Potency, µM (titrated, usually from 46.1 µM), for inactives: at the top dose activity change, negative = inhibition, hits mostly inhibitors | 2.3% of 330,000 active; note: potency is the fitted concentration of half-maximal effect; % is set by controls: 0 for no effect and ±100 for the full control effect; nearly all actives have a fitted effect of over 55% in size
#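 Overnight (16 hr) co-exposure of 2,000 cells/well to 5-fluorouridine and compound at 37 °C preceded detection. Luciferase was quantified via ONE-Glo luminescence; loss of signal denotes inhibition.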
# NPC1 promoter act = qHTS Assay for NPC1 Promoter Activators; 2.4% of 320,000 active; Huh7 NPC1 promoter luciferase reporter, 24 h; AID 485313, 2010; Potency, µM (highest dose often 9.22 µM), inactives show at the top dose activation, usual class: activators;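 note: potency is the fitted concentration of half-maximal effect; % of control where 0% means no effect; nearly all actives have a fitted effect of over 60% in size; reporter is driven by a mutant NPC1 promoter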
#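 Huh7 reporter cells (NPC1 promoter driving luciferase) are dosed with compound for 24 h at 37 °C, 5% CO2; luciferase detection reagent is then added and luminescence measured after 10 min at ambient temperature.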
# KCNH2 3.1 inh = qHTS for Inhibitors of KCHN2 3.1: Mutant qHTS | Potassium voltage-gated channel subfamily H member 2, brain isoform KCNH2 3.1 (human) | U2OS KCNH2 3.1, thallium flux FluxOr; active compounds read low | activity change, % (tested at about 1.8 µM) | 0.95% of 340,000 active | AID 720553, 2013;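 active = maximum activity change below -70%; inconclusive = maximum activity change from -70% to -50%; inactive = maximum activity change above -50%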;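 note: thallium influx rate constant from kinetic fluorescence after stimulation buffer; % is set by controls: 0 for no effect and ±100 for the full control effect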
#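 Normalized rate constant (relative to positive and negative DMSO controls) derived from a 2 min kinetic fluorescence read after stimulation; U2OS cells expressing the 3.1 isoform via virus at 1.77 x 10^8 /mL.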
# Mito fusion yeast = qHTS Assay for Small Molecule Inhibitors of Mitochondrial Division or Activators of Mitochondrial Fusion. 0.23% of 320,000 active. AID 485298, 2010. S. cerevisiae fusion-defective mutant growth rescue, CellTiterGlo 48 h. Potency, µM (top dose mostly 46.1 µM), for the others: at the top dose growth rescue (activation), most hits filed as activators;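 note: potency is the fitted concentration of half-maximal effect; % of control where 0% means no effect; nearly all actives have a fitted effect of over 45% in size; temperature-sensitive fusion mutants such as fzo1-1 at 37 °C on non-fermentable ethanol glycerol medium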
#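 Compounds are tested for their ability to restore growth of mitochondrial fusion-defective yeast strains at non-permissive 37C in YPEG medium over 48 hours. Viability is quantified by luciferase luminescence.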
# Menin-MLL TR inh = qHTS Assay for Inhibitors Targeting the Menin-MLL Interaction in MLL Related Leukemias: Competition With Texas Red Labeled MLL-derived Mutant Peptide. O00255. Menin + Texas Red MLL mutant peptide, fluorescence polarization. Potency, µM (highest dose often 61.6 µM), for inactives: at the highest dose FP activity change, negative = inhibition, actives largely listed as inhibitors. 0.23% of 270,000 active. AID 1768, 2009; active = well fitted inhibition curve with a large enough effect in the polarisation, with a control signal flat, not every such curve was filed as active; inconclusive = small, poorly fitted or top-dose-only effect, or effect the other way, or a change in a side signal; inactive = no such curve, though single readings can be large or run the other way; the % refers to the polarisation; note: potency is the fitted concentration of half-maximal effect; % of control where 0% means no effect; many of its hits are not listed in these tables
# Target sequence (O00255 whole entry, looked up): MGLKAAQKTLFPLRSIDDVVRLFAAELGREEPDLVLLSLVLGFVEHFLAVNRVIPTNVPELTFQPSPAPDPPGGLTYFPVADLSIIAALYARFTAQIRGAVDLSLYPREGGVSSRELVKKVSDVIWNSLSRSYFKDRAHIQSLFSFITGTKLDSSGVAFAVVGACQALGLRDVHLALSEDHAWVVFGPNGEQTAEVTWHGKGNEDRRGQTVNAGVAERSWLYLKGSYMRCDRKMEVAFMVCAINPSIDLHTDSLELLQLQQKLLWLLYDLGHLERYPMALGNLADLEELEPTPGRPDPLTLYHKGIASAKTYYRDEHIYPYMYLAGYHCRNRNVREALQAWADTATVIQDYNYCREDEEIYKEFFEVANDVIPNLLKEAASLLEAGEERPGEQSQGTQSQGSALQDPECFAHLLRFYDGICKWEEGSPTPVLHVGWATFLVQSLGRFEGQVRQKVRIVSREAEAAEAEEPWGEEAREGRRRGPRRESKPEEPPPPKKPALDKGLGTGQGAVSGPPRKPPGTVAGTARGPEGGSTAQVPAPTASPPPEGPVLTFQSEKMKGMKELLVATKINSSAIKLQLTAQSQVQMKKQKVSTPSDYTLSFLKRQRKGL
# VP16 counter = VP16 counterscreen qHTS for inhibitors of ROR gamma transcriptional activity; Drosophila S2 Gal4-VP16 UAS-luciferase, luminescence, 20 h; Potency, µM (top dose mostly 53.6 µM), inactives show at the top dose activity, negative = inhibition, actives largely listed as inhibitors; 3.5% of 310,000 active;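 note: Gal4-VP16 expression switched on by copper sulfate through the metallothionein promoter; potency is the fitted concentration of half-maximal effect; % is set by controls: 0 for no effect and ±100 for the full control effect; nearly all actives have a fitted effect of over 50% in size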
# FLuc counter = qHTS profiling assay for firefly luciferase inhibitor/activator using purifed enzyme and Km concentrations of substrates (counterscreen for miR-21 project); 6.9% of 360,000 active; Potency, µM (highest dose often 57.5 µM), inactives show at the top dose activity change, negative = inhibition, hits mostly inhibitors; Luciferin 4-monooxygenase (Photinus pyralis), P08659; purified FLuc, Km substrates, luminescence inhibition; AID 588342, 2011;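 note: potency is the fitted concentration of half-maximal effect; plate controls were vehicle for no effect and reference inhibitor for full effect; nearly all actives have a fitted effect of over 55% in size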
#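 Biochemical qHTS of compounds, final roughly 60 µM downward over six points, against 10 nM purified firefly luciferase using Km concentrations of substrates (10 uM D-luciferin, 10 uM ATP) in Tris acetate pH 7.5 buffer; luminescence output.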
# PKM2 act = qHTS Assay for Activators of Human Muscle isoform 2 Pyruvate Kinase. Pyruvate kinase PKM (Homo sapiens), P14618. purified PKM2, Kinase-Glo ATP luminescence, activation; response scale: 0% is enzyme alone, no compound. Potency, µM (series often up to 57.5 µM), without a hit: at the top dose activation, usual class: activators. 0.34% of 260,000 active. AID 1631, 2009; note: potency is the fitted concentration of half-maximal effect; % is set by controls: 0 for no effect and ±100 for the full control effect; nearly all actives have a fitted effect of over 55% in size
#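 ATP formation by purified human PK-M2, quantified via coupled luciferase luminescence after 1 h at room temperature with 0.1 mM ADP and 0.5 mM PEP final.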
# MBNL1 CUG block = qHTS Assay for Inhibitors of MBNL1-poly(CUG) RNA binding. TR-FRET MBNL1-His/biotin-(CUG)12 binding, 665/545 ratio. Potency, µM (top dose mostly 57.5 µM), for inactives: top-dose activity change, negative = inhibition, actives largely listed as inhibitors. Muscleblind-like protein 1 (Homo sapiens), Q9NR56. 0.036% of 280,000 active; active = well fitted inhibition curve with a large enough effect in the signal ratio, with a control signal flat, not every such curve was filed as active; inconclusive = small, poorly fitted or top-dose-only effect, or effect the other way, or a change in a side signal; inactive = no such curve, though single readings can be large or run the other way; the % refers to the signal ratio; note: potency is the fitted concentration of half-maximal effect; % is set by controls: 0 for no effect and ±100 for the full control effect
# Target sequence (Q9NR56 whole entry, looked up): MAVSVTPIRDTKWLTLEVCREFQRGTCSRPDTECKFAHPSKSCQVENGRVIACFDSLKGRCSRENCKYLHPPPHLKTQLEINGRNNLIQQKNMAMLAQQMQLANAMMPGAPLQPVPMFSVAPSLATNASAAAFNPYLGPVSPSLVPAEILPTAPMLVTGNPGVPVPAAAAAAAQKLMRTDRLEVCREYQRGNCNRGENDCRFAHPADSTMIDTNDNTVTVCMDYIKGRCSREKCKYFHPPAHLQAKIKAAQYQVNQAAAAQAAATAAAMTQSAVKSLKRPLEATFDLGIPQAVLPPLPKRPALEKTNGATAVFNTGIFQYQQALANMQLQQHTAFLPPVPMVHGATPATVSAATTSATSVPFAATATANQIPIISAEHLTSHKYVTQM
#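 MBNL1-His + Biotin-(CUG)12, cpd titration 92 nM–58 uM; Tb anti-His Ab 0.055 ng/ul, SA-XL665 5 nM (final); 60 min RT; ratiometric 665/545 nm, Ex 340 nm; normalized to buffer and full-complex controls.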
# * hit, by the source's call; ? = inconclusive; . = no result given; [ ] = remark or other dose. Unless noted, calls come from the whole dose curve; as a rule, active = well fitted curve in the direction sought with a large enough effect; inconclusive = small, poorly fitted or top-dose-only effect, or another doubt; inactive = no such curve, though single readings can be large; an effect the other way counts as inactive or inconclusive. A portion of the library, so the mix of outcomes need not match the whole.
SMILES,RORg inh,Rab9 prom act,ELG1 repair inh,NPC1 promoter act,KCNH2 3.1 inh,Mito fusion yeast,Menin-MLL TR inh,VP16 counter,FLuc counter,PKM2 act,MBNL1 CUG block
O=C(NC(=S)Nc1ccc(N2CCOCC2)cc1)c1ccc2c(c1)OCCO2,8.9µM*,4%,?,14%,1,1%,?,?,?,-8%,4%
COc1cc(/C=N/Nc2nc(C)nc3c2cnn3-c2ccccc2)ccc1O,4%,-21%,16µM*,-18%,0,2%,?,-6%,?,-1%,-10%
Cc1ccc(-n2c(N)c(C(=O)Nc3c(C)n(C)n(-c4ccccc4)c3=O)c3nc4ccccc4nc32)cc1,-20%,-12%,2%,-7%,-8,12%,-8%,-30%,6%,27%,1%
CCOC(=O)C(NC(=O)CC)(Nc1ccc(S(N)(=O)=O)cc1)C(F)(F)F (stereo unspecified),-13%,3%,-6%,6%,11,-2%,.,3%,1%,?,-12%
CS(=O)(=O)Nc1cccc(C2=NN(S(C)(=O)=O)C(c3ccc4c(c3)OCO4)C2)c1 (stereo unspecified),37%,?,?,17%,6,-2%,-9%,2%,17µM*,1%,3%
O=C(/C=C/c1ccccc1)NCCOc1ccccc1,0%,?,?,27%,-3,2%,-5%,-2%,24µM*,-3%,11%
C/C(=N\NS(=O)(=O)c1ccc(Cl)cc1)c1ccc(NC(=O)c2ccco2)cc1,?,13%,?,0%,-10,14%,7%,3%,?,-3%,-5%
Cc1ccc(S(=O)(=O)N2CCCCC2CCNC(=O)C(=O)NCC2CCCO2)cc1 (stereo unspecified),.,-4%,4%,-2%,-30,-2%,.,.,-1%,.,.
O=C(CN1C(=O)COc2ccccc21)NCCCN1CCN(Cc2ccccc2)CC1,-19%,-15%,-3%,-2%,1,1%,0%,-9%,-2%,-11%,0%
O=C1NC(=S)N/C1=C/c1cccn1-c1ccc([N+](=O)[O-])cc1,-2%,-3%,7%,-8%,-5,0%,?,4%,-5%,-2%,?
O=C(NC1CCCC1)c1ccc(COCC(F)(F)F)o1,?,1%,-6%,1%,-31,-6%,6%,0%,6%,8%,6%
COc1cccc(CNC(=O)CN2C(=O)c3ccccc3S2(=O)=O)c1,.,0%,16%,9%,11,1%,.,.,-1%,.,.
CC(NC(=O)CCN1C(=O)c2ccccc2C1=O)c1ccc2c(c1)CCCC2 (stereo unspecified),0%,-4%,1%,-1%,-10,6%,-5%,-12%,-1%,-2%,-7%
Cc1cnc(C(=O)OCC(=O)NC(=O)c2ccccc2)cn1,.,-8%,17%,3%,-7,-1%,.,.,2%,.,.
COc1cccc(/C=C2\SC(N3CCC(C)CC3)=NC2=O)c1OC,20%,4%,19%,12%,5,9%,-11%,7%,17µM*,.,?
O=C(C1CCC(CNS(=O)(=O)c2cccs2)CC1)N1CCCCC1 (stereo unspecified),-8%,1%,-17%,-5%,10,-4%,1%,4%,7%,10%,3%
COc1ccccc1NC(=O)c1nnn(CC(=O)Nc2cc(C)cc(C)c2)c1N,7%,8%,2%,0%,6,0%,.,0%,-6%,.,1%
O=C(CSc1nnc(-c2cccc(F)c2)o1)NC1CCCC1,-1%,3%,30%,0%,-6,1%,-1%,22%,2%,-7%,-3%
COc1ccc(-c2nc3ccccc3c(=O)n2CCOc2ccc(C)cc2C)cc1,10%,3%,-2%,1%,1,0%,1%,-3%,0%,-9%,?
CCNC(=O)C(CCSC)NS(=O)(=O)c1ccc(C)cc1 (stereo unspecified),0%,-9%,-16%,0%,-11,3%,.,7%,5%,3%,-6%
CC(CCc1ccccc1)NC(=O)CCNC(=O)Cn1ccc2ccccc2c1=O (stereo unspecified),3%,1%,9%,-5%,-3,0%,6%,-2%,-3%,7%,-5%
COc1ccc(C2c3[nH]c4ccccc4c3C[C@H]3C(=O)N(CCCO)CC(=O)N23)cc1OC (stereo partly specified),-7%,-2%[1.84 µM],-3%,-1%,2,1%,7%,6%,-3%,.,-10%
O=S(=O)(c1cc(Cl)cc(Cl)c1)N1CCCC1c1nc2ccccc2s1 (stereo unspecified),?,-5%,-29%,-1%,-10,5%,-3%,0%,4%,0%,-1%
CS(=O)(=O)c1cccc(-c2nnc(NC(=O)c3ccc(S(=O)(=O)N4CCCC4)cc3)o2)c1,.,0%,11%,-5%,-4,-10%,.,.,?,.,.
Cc1ccc(NC(=O)CCC(=O)NNC(=O)Nc2cccc(Cl)c2)c(C)c1,-3%,-1%,3%,2%,8,-3%,13%,-2%,-1%,-3%,-8%
CCN1CCN(Cc2nc(N)nc(Nc3ccc(C)c(C)c3)n2)CC1,-2%,0%,11%,-2%,-12,0%,1%,4%,-3%,-5%,-8%
CNC(=O)c1ccc(N(Cc2ccccc2C)S(C)(=O)=O)cc1,-5%,-6%,5%,-1%,17,-9%,6%,0%,6%,6%,-17%
CCCCN(CC)Cc1c(O)ccc2c3c(c(=O)oc12)CCC3,1%,-5%,?,-4%,-2,3%,.,-9%,2%,0%,27%
O=c1c(Cl)c(N2CCN(c3ccc(F)cc3)CC2)cnn1C12CC3CC(CC(C3)C1)C2,43%,-3%,-23%,1%,-7,20%,-13%,-11%,1%,-1%,20%
Cc1cccc(-c2noc(-c3c(C)noc3C)n2)c1,2%,3.2µM*,?,1.6µM*,-6,-6%,.,3%,?,2%,.
COc1cc2c(cc1OC)CN(C(=O)c1ccc(S(=O)(=O)N(C)c3ccccc3)cc1)CC2,-3%,-1%,?,-1%,3,19%,-11%,-6%,-2%,16%,-5%
O=c1cc(NCc2ccccc2)nc2n1CCCS2,-7%,0%,-1%,0%,-14,0%,0%,-9%,0%,-1%,2%
CC(C)(CC(=O)O)CC(=O)NCc1c(Cl)cccc1Sc1ccc(Cl)cc1,12%,-2%,11%,-8%,0,3%,.,-8%,0%,-2%,-23%
CN(C)Cc1ccccc1COc1ccccc1,-4%,-5%,12%,-4%,3,0%,-5%,-8%,-1%,-8%,-10%
CCCC(=O)Nc1ccc2nc(SCC(=O)N3CCCC3)sc2c1,11%,1%,?,0%,4,0%,0%,-14%,?,0%,6%
COc1cccc(OCCn2c(C)c(/C=N/n3cnnc3)c3ccccc32)c1,-7%,-1%,-28%,0%,-26,5%,6%,-13%,1%,-1%,-3%
COc1cc(C(=O)O/N=C(\N)c2ccccn2)cc(OC)c1OC,-39%,28%,?,23%,30,1%,.,26%,-19%,-3%,12%
O=C(NCCc1cccnc1)c1cc(COc2ccc(F)cc2F)on1,21%,-2%,7%,3%,0,4%,16%,3%,-20%,4%[0.46 µM],-9%
Cc1ccc(S(=O)(=O)N2CCCC(C)C2)cc1 (stereo unspecified),1%,-9%,-6%,-1%,8,4%,8%,1%,6%,7%,4%
O=[N+]([O-])c1cccc(-c2ccc(SCc3ccccn3)nn2)c1,?,4µM*,?,?,-1,1%,21%,?,27µM*,13%,.
CC(NC(=O)COc1cc(=O)n(C)c2ccccc12)c1ccc2c(c1)OCCO2 (stereo unspecified),-31%,0%,-17%,0%,24,2%,-8%,3%,-4%,-1%,-1%
Fc1ccc(-c2ccnc3nc(N4CCOCC4)nn23)cc1,9%,2%,-3%,3%,-2,4%,4%,-3%,4%,0%,?

# Screening data from PubChem BioAssay.
